# Compound activity as filed in PubChem.
# RTF Ca sens act – increases calcium sensitivity of human cardiac regulated thin filaments; IANBD-labeled TnC RTF fluorescence at EC20 calcium; 0% EC20 calcium, 100% full calcium; activation, % at 7.2 µM; actives 0.24% (n = 340,000);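 active = activation above the mean over all tested compounds plus 3 SD, cut at about 30% in these data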;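 note: rise in fluorescence read as greater calcium sensitivity of cardiac thin filaments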
# NSD2 HMT inh – inhibitors of human histone methyltransferase NSD2 | O96028 | NSD2 peptide methylation, AlphaScreen, 120 min | inhibition, % at 12.5 µM | actives 0.54% (n = 310,000); in the data active = inhibition above about 50%
# Keap1 Nrf2 FP – Keap1-Nrf2 (human) interaction inhibition; Q14145; Keap1 Kelch-Nrf2 peptide fluorescence polarization, 1536-well; inhibition, % at 9.4 µM; actives 0.15% (n = 340,000); AID 504523; in the data active = inhibition above about 12%;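 note: human Keap1 Kelch domain with fluorescein labeled Nrf2 9mer peptide probe; 0% = neutral control wells and 100% = peptide positive control; higher means more block of Keap1 binding to Nrf2 peptide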
# Target sequence (Q14145 whole entry, looked up, the tested form may be a part): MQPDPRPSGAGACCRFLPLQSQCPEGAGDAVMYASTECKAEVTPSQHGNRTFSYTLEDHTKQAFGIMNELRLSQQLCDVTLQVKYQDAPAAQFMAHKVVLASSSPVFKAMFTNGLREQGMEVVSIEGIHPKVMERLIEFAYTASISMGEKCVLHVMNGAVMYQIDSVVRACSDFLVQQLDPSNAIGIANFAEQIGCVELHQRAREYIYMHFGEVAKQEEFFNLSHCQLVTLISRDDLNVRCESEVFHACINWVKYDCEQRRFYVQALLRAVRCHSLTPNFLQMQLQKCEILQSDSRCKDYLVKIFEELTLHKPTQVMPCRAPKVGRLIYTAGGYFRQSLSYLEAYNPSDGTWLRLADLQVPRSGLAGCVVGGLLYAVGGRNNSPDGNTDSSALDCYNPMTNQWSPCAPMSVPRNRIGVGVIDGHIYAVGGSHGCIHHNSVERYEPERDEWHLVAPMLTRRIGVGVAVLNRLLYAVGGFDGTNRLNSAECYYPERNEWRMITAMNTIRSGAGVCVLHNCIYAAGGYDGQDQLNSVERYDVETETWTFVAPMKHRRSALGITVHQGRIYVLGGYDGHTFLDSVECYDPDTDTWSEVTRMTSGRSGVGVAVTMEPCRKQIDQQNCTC
# PfHsp90 yeast 2 – growth inhibition of yeast expressing Plasmodium Hsp90. inhibition, % at 9.4 µM. AID 504621. actives 0.32% (n = 310,000). S. cerevisiae expressing PfHsp90, BacTiter-Glo ATP, 48 h; yeast lacking PDR1 and PDR3 efflux regulators;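 active = every replicate shows inhibition above about 80%, whatever the replicate mean, limit read from the data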;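 note: 0% = DMSO neutral controls and 100% = 20 µM radicicol positive controls; yeast relying on Plasmodium falciparum Hsp90 in place of its own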
# CDK5 inh – CDK5/p35 (human) kinase inhibition; AID 488839; Recombinant CDK5/p35, ADP-Glo luminescence, 60 min; inhibition, % at 10 µM; Q00535+Q15078; actives 0.01% (n = 330,000);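 active = highest replicate inhibition of at least 50% and at least 75% of replicates reaching 50%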;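 note: plate controls were DMSO neutral control for no effect and GW8510 at 10 µM for full effect; many of its hits are not listed in these tables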
# Mot1-301 SUMO – SUMOylation pathway inhibition by Mot1-301 growth rescue. S. cerevisiae Mot1-301 growth rescue, ATP luminescence, 38.5C; percent above DMSO median, 100 means doubled. actives 1% (n = 320,000). growth rescue, % at 18.8 µM;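 active = every valid replicate shows activation above 250% relative to neutral control wells; inactive = the rest, any valid replicate at or below 250%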;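 note: OY570 slx delta 5 strain wells were the positive control but not used for scaling; some compounds called inactive have numbers as strong as hits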
# C-LANA FP – inhibitors of KSHV LANA C-terminal domain DNA binding. MBP-C-LANA/FAM-LBS DNA binding, fluorescence polarization. inhibition, % at 9 µM. actives 0.078% (n = 340,000). AID 504423;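 active = highest replicate inhibition at or above 60% at 9 µM, even if other replicates fall short; inactive = all replicates below 60% inhibition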;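 note: 0% = neutral control wells and 100% = 4 µM acridine orange control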
# Rtt109 Vps75 – C. albicans Rtt109 histone acetyltransferase inhibition; actives 0.16% (n = 330,000); AID 540336; inhibition, % at 34.9 µM; purified Rtt109/Vps75, ThioGlo CoA-SH fluorescence, 4 h; Q5AAJ8;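 active = inhibition of at least 50% in every replicate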
# Target sequence (Q5AAJ8 whole entry, looked up): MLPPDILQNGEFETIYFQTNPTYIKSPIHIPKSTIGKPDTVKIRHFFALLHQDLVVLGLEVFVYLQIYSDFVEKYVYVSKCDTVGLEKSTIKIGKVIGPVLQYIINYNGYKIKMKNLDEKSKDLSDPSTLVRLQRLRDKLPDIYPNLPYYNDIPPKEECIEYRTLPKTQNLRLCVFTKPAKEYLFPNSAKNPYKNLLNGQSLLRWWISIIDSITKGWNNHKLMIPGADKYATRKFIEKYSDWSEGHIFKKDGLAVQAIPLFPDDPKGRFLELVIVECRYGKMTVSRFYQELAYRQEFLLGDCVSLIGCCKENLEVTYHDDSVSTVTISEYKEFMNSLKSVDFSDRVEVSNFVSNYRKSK
# RTF Ca sens inh – cardiac RTF calcium desensitization. P19429+P45379. IANBD-labeled cardiac RTF, Ca2+ fluorescence. inhibition, % at 7.15 µM. actives 0.12% (n = 340,000). AID 493244;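 active = inhibition above the mean inhibition of all tested compounds plus 3 SD, cut at about 17% in these data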;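 note: assay run at fixed EC70 calcium of 1.6 mM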
# dFosB act – activators of mouse delta FosB homodimer; P13346; purified delta FosB, TAMRA-CDK5 oligo fluorescence polarization; percent of positive-control signal above neutral wells; activation, % at 25 µM; actives 0.99% (n = 340,000); AID 493131;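 active = mean activation above about 17%, with every replicate also reaching it, limit read from the data, passing the limit was not always enough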;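 note: fluorescence polarization rise as delta FosB binds a TAMRA Cdk5 AP-1 oligo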
# PvdQ inh – P. aeruginosa PvdQ acylase inhibition; actives 0.063% (n = 340,000); inhibition, % at 10 µM; AID 488965; purified PvdQ acylase, fluorescence plate reader; in the data active = inhibition above about 30%, passing the limit was not always enough;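 note: 0% = vehicle neutral wells and 100% = reference inhibitor wells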
# Starred values were filed as active, the others as inactive; i = inactive; · = not tested or not shown.
SMILES,RTF Ca sens act,NSD2 HMT inh,Keap1 Nrf2 FP,PfHsp90 yeast 2,CDK5 inh,Mot1-301 SUMO,C-LANA FP,Rtt109 Vps75,RTF Ca sens inh,dFosB act,PvdQ inh
O=C(c1ccco1)N1CCN(C(=O)c2cnn3c(C(F)(F)F)cc(-c4cccs4)nc23)CC1,-3,-3,-1,12,0.1,17,-0.8,-129,3,-13,-16
OCC1CCCC(n2cnc3c(=S)nc[nH]c32)O1 (centres undefined),-1,-11,1,-57,-1.8,-2,-2.2,3,-4,-2,-5
COC(=O)c1sccc1NC(=O)/C=C\c1ccc(Cl)cc1Cl,-4,-1,-6,-50,-1.4,·,0.4,-8,-5,5,-10
CCOC(=O)C1CCCN(C(=O)C2CCCN(S(C)(=O)=O)C2)C1 (centres undefined),6,-5,-3,1,-4.8,-19,1.9,-4,0,2,-3
COc1ccccc1CNc1n[nH]c(NCc2ccccc2OC)n1,4,-1,0,3,2.2,-25,-0.4,1,-9,-18,-12
COc1cc2c(cc1OC)CN(C(=O)c1ccc(Br)o1)CC2,1,-1,-4,-2,1.0,11,0.7,5,-2,1,-16
CCCCn1c(N)c(Br)c(=O)[nH]c1=O,3,9,2,1,-1.2,11,0.5,-9,0,9,-3
CSc1cccc(NC(=O)c2cnn3ccccc23)c1,-1,·,0,-12,2.0,95,-2.2,2,-1,0,1
Cc1c(CCOC(=O)c2ccc(N3CCOCC3)c([N+](=O)[O-])c2)sc[n+]1CC#N,4,·,-2,7,0.5,-26,-0.3,-5,11,-5,7
CCC(NC(=O)c1ccccc1NC(=O)c1ccco1)C(=O)NNC(=O)c1ccc(OC)cc1 (centres undefined),-2,-4,3,7,1.2,745,-0.1,-1,-6,32*,-5
O=C(NCC1CCCO1)c1cccc(-n2cnnn2)c1 (centres undefined),-3,0,2,10,-0.8,511,1.7,3,-2,5,-4
C/C(=N\NC(=O)COc1ccc([N+](=O)[O-])cc1)C(C)(C)C,-10,1,-1,3,1.2,-4,1.8,-3,-4,-3,9
Cc1ccccc1N1CCN(CC(=O)Nc2nccs2)CC1,0,1,-2,-16,0.9,-6,-0.5,7,-7,-3,-15
COc1ccc(Sc2nnc(-c3ccccc3)cc2C#N)cc1,-6,-2,-3,·,0.9,-9,10,-6,-3,3,14
Cc1ccc(OCCSc2nc3ncnc(N)c3[nH]2)cc1,5,2,-4,-4,0.7,·,-0.1,-1,1,6,-13
COc1ccc(S(=O)(=O)Nc2ccc3c(c2)C(=O)N([C@H](C)CO)C[C@H](C)[C@@H](CN(C)S(=O)(=O)c2cccs2)O3)cc1,7,·,-1,3,0.6,4,0.0,11,-10,4,9
CC(C)(C)NC(=O)CN(Cc1ccco1)C(=O)CCC(=O)Nc1nccs1,-1,1,0,1,3.2,-8,-0.2,20,-4,-10,9
CC(=O)Nc1ccc(S(=O)(=O)N2C(C)CCCC2C)cc1 (centres undefined),-4,1,-6,-11,2.6,-15,-0.8,3,4,-11,-9
O=C(OCC#CCSc1nnc(-c2ccc(Br)cc2)o1)c1cccs1,-8,-2,-5,-15,1.1,-13,-1.7,0,10,1,-3
CC1CCc2c(sc(NC(=O)COC(=O)C3CCCO3)c2C#N)C1 (centres undefined),6,-1,-7,-4,-3.3,225,0.7,-5,-1,-8,-24
O=C(COc1ccc(F)cc1)N(Cc1cccs1)C1CCS(=O)(=O)C1 (centres undefined),-2,·,-1,-8,0.7,-20,-1.4,4,0,-3,-11
O=C(O)c1ccc(/C=N/NC(=S)NCc2ccccc2)cc1,5,-4,-4,-2,1.2,-6,0.0,-4,-2,-1,7
CCCCN(CC)Cc1c(C)[nH]c2c(ccc3ccccc32)c1=O,0,-1,-2,26,0.5,94,-1.2,-3,-4,-10,-14
O=P(O)(CCCP(=O)(O)CCc1ccccc1)CCc1ccccc1,1,-2,-5,-37,-1.3,17,0.1,-11,-4,5,-12
CN(C/C=C/C#CC(C)(C)C)Cc1cccc2ccccc12,5,·,0,33,-0.9,0,0.6,-4,9,12,-4
COC(=O)c1[nH]c2ccc(C)cc2c1NC(=O)CN1CCCC(C)(C)C1,-1,-2,-3,15,1.7,-10,3.3,14,-18,-8,-1
CCOc1ccc(C2/C(=C(\O)c3cccc(OC)c3)C(=O)C(=O)N2c2cc(C)on2)cc1OC (centres undefined),-3,0,-2,3,-0.4,-7,2.6,5,4,6,3
COc1ccc(Cn2c(-c3ccc(C)cc3)c[n+]3ccccc23)cc1,0,0,3,22,0.6,-11,-0.7,19,0,-5,-4
Cc1ccc(/C=C/C(=O)N2CCN(S(=O)(=O)c3c(C)c(C)cc(C)c3C)CC2)o1,4,1,-12,-26,1.5,-31,0.6,7,-3,-7,-4
Cc1cc2oc(=O)cc(CN3CCN(C/C=C/c4ccccc4)CC3)c2cc1O,5,-1,-10,-3,-1.4,9,-1.6,-6,-5,25*,-10
Cc1c(Br)c([N+](=O)[O-])nn1CC(=O)N1CCCc2ccccc21,-3,0,-3,14,0.3,-8,-2.1,3,6,1,-7
Cc1ccc2nc3c(c(Nc4cccc(O)c4)c2c1)CCC3,2,1,-1,2,0.4,53,-2.1,-10,-5,-1,-16
O=c1c(-c2ccccc2)coc2c(CN3CCCCC3)c(O)ccc12,-11,1,2,-3,0.0,-1,4.2,2,1,1,1
Cc1ccc2oc(C(=O)NCc3ccc4c(c3)OCO4)c(C)c2c1,-1,·,-3,-11,0.2,11,4.9,-2,-1,-15,-8
O=C(c1snnc1-c1ccccc1)N1CCOCC1,-3,-2,2,-9,0.5,2,0.4,2,-1,-2,-4
CCOc1ccc(C(C)C)cc1S(=O)(=O)Nc1ccc(Cl)cn1,-3,-1,-1,-19,-0.6,-3,-0.5,-5,1,-11,-12
COc1ccc(C(=O)OCc2ccccc2F)cc1S(=O)(=O)N1CCCC1,-3,-1,-2,-8,-0.1,24,0.4,17,0,-9,-5
O=C(Nc1ccc(S(=O)(=O)N2CCCC2)cc1)c1ccc(OCC2CCCO2)cc1 (centres undefined),-1,0,-2,0,0.7,-2,-2.3,12,-13,-9,-10
C=CCNC(=O)C1(S(=O)(=O)c2ccccc2)CC=CC1,3,·,-5,9,-2.2,-5,-0.5,1,-3,-5,-14
CCn1c(S(=O)(=O)O)nc2ccccc21,-4,-1,4,12,0.6,41,-3.5,0,-14,1,0

# Next part, starting with the last three of the part before.
SMILES,RTF Ca sens act,NSD2 HMT inh,Keap1 Nrf2 FP,PfHsp90 yeast 2,CDK5 inh,Mot1-301 SUMO,C-LANA FP,Rtt109 Vps75,RTF Ca sens inh,dFosB act,PvdQ inh
O=C(Nc1ccc(S(=O)(=O)N2CCCC2)cc1)c1ccc(OCC2CCCO2)cc1 (centres undefined),-1,0,-2,0,0.7,-2,-2.3,12,-13,-9,-10
C=CCNC(=O)C1(S(=O)(=O)c2ccccc2)CC=CC1,3,·,-5,9,-2.2,-5,-0.5,1,-3,-5,-14
CCn1c(S(=O)(=O)O)nc2ccccc21,-4,-1,4,12,0.6,41,-3.5,0,-14,1,0
O=C(Nc1ccccc1[N+](=O)[O-])c1cncc(Br)c1,4,2,1,12,0.5,·,-2.5,-7,-2,6,-4
C/C(=N\Nc1cc(N2CCOCC2)nc(C)n1)c1cccc([N+](=O)[O-])c1,7,-1,-6,-31,-4.1,-8,-0.7,-8,-17,2,-7
CN(C)c1ccc(N=Nc2cccc3ccoc23)cc1,-7,·,-3,-12,-0.2,494,1.9,-5,5,-3,13
CCSc1ncccc1-c1nc2ccccc2[nH]1,7,0,-3,-23,1.1,9,-0.7,-13,-6,-2,-12
COCc1c(C#N)c(NCCc2ccc(F)cc2)nc(C)c1[N+](=O)[O-],4,-1,0,-6,0.7,-8,1.4,-1,-1,4,2
COc1ccc(Br)cc1/C=C/c1ccc2cccc(O)c2n1,-2,-1,0,4,-0.7,3,0.0,1,1,-5,4
CCNC(=O)NC(=O)CSc1ccc2ccccc2c1,6,-2,1,4,-0.1,9,3.3,13,-10,4,3
O=C(Nc1nc(-c2ccncc2)cs1)c1ccc(F)cc1,1,-1,-3,-12,1.1,-15,-1.2,10,0,-7,6
CCN(CC)C(=O)C1CCN(S(=O)(=O)c2ccc3oc4ccccc4c3c2)CC1,-3,0,1,-7,0.5,-5,-0.1,0,-1,-10,-2
O=C(NNC(=O)c1ccncc1)Nc1ccc([N+](=O)[O-])cc1,-2,·,-1,-3,0.3,2,2.7,-1,-12,1,-7
CCC(=O)N1CCN(c2nc3ccccc3s2)CC1,0,1,-1,-23,1.3,542,3.3,1,-2,-1,-2
COc1ccc(NC(=O)/C(C#N)=C/c2c(C)nn(-c3ccc(F)cc3)c2Cl)cc1Cl,0,-1,-9,3,7.1,-27,0.2,·,-5,-10,-2
COCc1cc(=O)[nH]c(Nc2nc3ccccc3o2)n1,-7,-11,1,-12,2.0,-9,1.0,2,-18,-15,-6
O=C(CNS(=O)(=O)c1ccc2c(c1)OCCCO2)N1CCN(c2ccc(F)cc2)CC1,-5,15,-1,10,0.0,10,-1.5,-7,10,-2,24
O=C(COC(=O)/C=C/c1ccccc1Cl)NC1CCCC1,-1,-1,-3,22,-1.4,8,0.1,-2,0,-2,-9
COc1ccc(-n2c(Cc3cccn3C)nnc2SCC(=O)Nc2ccc(Cl)cc2)cc1,12,·,-13,29,-2.4,76,-3.7,6,-7,-18,-14
COc1ccccc1NC(=O)CSc1nnc(-c2ccoc2C)n1C,-10,0,1,-1,1.7,-2,-2.2,5,-11,-16,-11
COc1ccc(Nc2oc(-c3ccco3)nc2S(=O)(=O)c2ccc(F)cc2)cc1,-3,-1,-6,-4,1.4,4,-0.4,·,11,-11,5
COc1ccc(S(=O)(=O)N(C)CC(=O)Nc2ccccc2OC)cc1C,-3,-1,1,3,1.7,i,1.2,-6,8,0,-2
C[C@@]12C(=O)Nc3ccc(Br)cc3C(=O)N1[C@H]1c3cc(Br)ccc3OC[C@@H]1[C@@H]2c1ccccc1,2,·,-2,-45,-1.7,0,7.9,9,-16,38*,-16
O=C(OCC(=O)c1ccc[nH]1)c1ccc(Cl)c(Cl)c1,2,2,1,-5,1.1,-7,-0.2,·,4,4,6
COc1ccc(CNC(=O)/C(C#N)=C/c2cccc(OC)c2OC)cc1,5,1,-3,-33,0.5,8,1.1,-18,-6,-12,-9
COCCCNCCOCCSc1ccc(Cl)cc1,9,2,-6,-6,1.9,279*,-0.9,·,5,-2,0
O=C(CSc1nnc(-c2ccco2)n1Cc1ccccc1)c1ccccc1,-4,2,0,-5,-0.5,9,0.7,0,-4,-19,-14
CCOC(=O)c1sc(NC(=S)NC(=O)c2ccco2)nc1C,-3,2,-3,7,2.4,-3,2.3,7,-2,-6,8
COc1nc(Oc2ccc(C(=O)O)cc2)nc(Oc2ccc(C(=O)O)cc2)n1,-7,0,0,·,0.0,9,-0.2,-8,-8,-4,-9
